TDP1 cell noCPT = qHTS for Inhibitors of human tyrosyl-DNA phosphodiesterase 1 (TDP1): qHTS in cells in absence of CPT; DT40 Tdp1-/- hTDP1 cells, no CPT, ATP luminescence, 48 h; Potency, µM (titrated, usually from 46.2 µM), for the others: at the highest dose activity change, negative = growth inhibition, hits mostly inhibitors; 15% of 420,000 active; note: nearly all actives have a fitted effect of over 55% in size
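Readout: luminescence from CellTiter-Glo after 30 min in the dark at RT. Cells: DT40 Tdp1-/- with stable hTDP1, 400/well. Exposure: compounds alone, ≥48 hr, 37 °C.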
TDP1 cell CPT = growth inhibition of DT40 Tdp1-/-;hTDP1 cells with camptothecin (screen for TDP1 inhibitors); chicken DT40 Tdp1-/-;hTDP1 cells + 20 nM CPT, ATP luminescence, 48 h; Potency, µM (doses to about 46.2 µM), without a hit: at the top dose activity change, negative = growth inhibition, most hits filed as inhibitors; 12% of 420,000 active; note: nearly all actives have a fitted effect of over 55% in size
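Chicken DT40 Tdp1-/- cells stably complemented with human TDP1 were seeded at 400 cells/well in medium containing 20 nM camptothecin, exposed to pin-transferred compounds, and grown at 37 °C for at least 48 hr. Viability was read as ATP luminescence.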
TDP1 inh = blocks human tyrosyl-DNA phosphodiesterase 1; recombinant TDP1, AlphaScreen DNA substrate cleavage; Potency, µM (top dose mostly 130 µM), for inactives: at the top dose activity change, negative = inhibition, actives largely listed as inhibitors; 0.28% of 350,000 active; note: nearly all actives have a fitted effect of over 40% in size
Target sequence (Q9NUW8 whole entry, looked up): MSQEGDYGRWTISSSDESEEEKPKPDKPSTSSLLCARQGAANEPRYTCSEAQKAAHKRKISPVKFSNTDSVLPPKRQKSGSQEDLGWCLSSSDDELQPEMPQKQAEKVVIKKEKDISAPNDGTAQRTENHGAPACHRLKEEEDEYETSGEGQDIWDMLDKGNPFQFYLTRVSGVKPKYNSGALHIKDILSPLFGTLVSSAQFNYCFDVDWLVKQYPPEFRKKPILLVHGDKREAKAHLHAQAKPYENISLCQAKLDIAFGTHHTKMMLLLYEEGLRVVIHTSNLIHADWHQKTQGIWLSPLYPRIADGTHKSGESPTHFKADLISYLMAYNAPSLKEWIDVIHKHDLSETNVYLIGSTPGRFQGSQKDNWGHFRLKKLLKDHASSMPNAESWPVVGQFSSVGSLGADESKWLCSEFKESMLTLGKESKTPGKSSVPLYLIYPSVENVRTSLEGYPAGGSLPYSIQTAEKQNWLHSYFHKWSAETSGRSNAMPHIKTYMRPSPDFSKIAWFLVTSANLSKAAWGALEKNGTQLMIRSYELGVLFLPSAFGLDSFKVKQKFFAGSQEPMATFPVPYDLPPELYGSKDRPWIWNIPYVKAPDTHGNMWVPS
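Tdp1 1 nM final; 15 min RT w/ cpd; substrate 15 nM, 5 min; beads 10 ug/ml, 10 min; AlphaScreen read. Neg ctrl: no enzyme.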
Starred values were filed as active, the others as inactive; ? = inconclusive; · = not tested or not shown; & = joins results of further samples; [ ] = another dose, or the depositor's remark. Calls come from the whole dose curve; as a rule, active = well fitted curve in the direction sought with a large enough effect; inconclusive = small, poorly fitted or top-dose-only effect, or another doubt; inactive = no such curve, though single readings can be large; an effect the other way counts as inactive or inconclusive. % is set by controls: 0 for no effect and ±100 for the full control effect; potency is the fitted concentration of half-maximal effect.

SMILES | TDP1 cell noCPT | TDP1 cell CPT | TDP1 inh
CC1(C(=O)Nc2cnc3ccccc3c2)CCN1Cc1ccccc1Cl (centres undefined) | 15µM* | 16µM* | ·
O=C(CSc1nc2cc(Cl)c(Cl)cc2[nH]1)c1ccc2c(c1)OCO2 | -5% | 2% | 1%
O=C(NCCCCNC(=O)c1ccc(F)cc1)c1ccc(F)cc1 | -6% | -17% | ·
O=C(O)COc1ccc(Oc2ccccc2)cc1 | 9% | 7% | 4%
NC(=O)c1ccc(C(F)(F)F)n(Cc2c(Cl)cccc2Cl)c1=O | -24% | ? | 3%
NS(=O)(=O)c1cnccc1Nc1ccc(Cl)c(Cl)c1 | -22% | -17% | 3%
COc1ccc(C2=NS(=O)(=O)N(C)C(C(=O)Nc3ccc4c(c3)OCO4)=C2)cc1 | 8.2µM* | 16µM* | ·
C=CCNC(=O)c1cc2cc(Cl)ccc2nc1N | ? | ? | ·
CCCNC(=O)c1cnc(Sc2ncc(C(F)(F)F)cc2Cl)n1C | ? | -19% | 2%
Fc1cccc(/C=N/Nc2ncnc3nc[nH]c23)c1 | -18% | -3% | 1%
COc1cc(-c2noc(C)c2C(=O)NCCCN2CCCC2=O)cc(OC)c1OC | 2% | ? | 2%
Cc1n[nH]c(C)c1Sc1ccccc1[N+](=O)[O-] | 0% | 14% | 1%
CCCCc1nnc(SCCSc2nnc(CCCC)n2N)n1N | 4% | 4% | 5%
COc1ccc(CNC(=O)CN2C(=O)c3ccc([N+](=O)[O-])cc3C2=O)cc1 | 1% | 1% | ·
O=C(O)c1cc(N/N=C/c2cccc3ccccc23)ccc1Cl | -5% | 0% | ·

An excerpt from above, limited to TDP1 cell CPT.
SMILES | TDP1 cell CPT
COc1cc(-c2noc(C)c2C(=O)NCCCN2CCCC2=O)cc(OC)c1OC | ?
CCCCc1nnc(SCCSc2nnc(CCCC)n2N)n1N | 4%
C=CCNC(=O)c1cc2cc(Cl)ccc2nc1N | ?

(listing goes on)
SMILES | TDP1 cell noCPT | TDP1 cell CPT | TDP1 inh
CC(C)CC(=O)NC(NC(=S)Nc1ccccc1)C(Cl)(Cl)Cl (centres undefined) | ? | ? | 0%
CCOC(=O)c1nnn2c1nc(N1CCOCC1)c1ccccc12 | -14% | -6% | 4%
COC(=O)CCC(=O)N1CCOCCOCCN(C(=O)CCC(=O)OC)CCOCCOCC1 | -14% | 3% | -3%[56.1 µM]
CCOC(=O)C1=C(CC)OC(N)=C(C#N)C1c1ccc(OC)c(OC)c1OC (centres undefined) | -23% | ? | 3%
CCOc1ccc(C(=O)NN2CCOCC2)cc1 | 31%[activator] | -2% | 1%
CN(Cc1ccccc1)C(=O)C1CCCN1S(=O)(=O)c1ccc2c(c1)n(C)c(=O)c(=O)n2C (centres undefined) | -6% | -15% | 0%
CCCCN(C(=O)CSCC(=O)Nc1ccc(OC)cc1)c1c(N)n(CC(C)C)c(=O)[nH]c1=O | 4% | 0% | ·
COC(=O)[C@@]1(Cc2ccc(OC)cc2)[C@H]2c3cc(C(=O)N4CCCC4)n(Cc4c(CO)[nH]cc(C)c4=O)c3C[C@H]2CN1C(=O)c1ccccc1 | ? | ? | 12%
COc1ccccc1-c1csc(C(NC(C)=O)c2ccccc2)n1 (centres undefined) | -17% | -15% | ·
COc1ccc(-c2cc(NC=O)c3ncc(-c4ccc(C(C)=O)cc4)n3c2)cc1OC | 18µM* | 16µM* | ·
CCN(Cc1ccccc1)Cc1c(O)ccc2c(=O)c(-c3ccc(Cl)cc3Cl)coc12 | 6% | 1% | ·
COCCC(=O)N1CCC(Oc2ccc(C(=O)N3CCCC(OC)C3)cc2)CC1 (centres undefined) | 27% | -27% | 2%
O=C(Nc1ccc(S(=O)(=O)N2CCOCC2)cc1)c1cc(-c2ccccc2O)n[nH]1 | 1% | -19% | ·
COC(=O)c1cc2oc3ccccc3c2n1Cc1c(C)cc(C)cc1C | -2% | -3% | 2%
CC(=O)c1c(C)[nH]c(C(=O)COC(=O)CN(C)S(=O)(=O)c2ccc(Cl)cc2)c1C | ? | -18% | 6%
CC(C)Cn1c(N)c(C(=O)COC(=O)c2nccnc2N)c(=O)n(C)c1=O | -6% | -23% | 1%[56.1 µM]
O=C(NC(Cc1ccccc1)C(=O)N1CCN(c2ccccn2)CC1)c1ccco1 (centres undefined) | -4% | -20% | 1%
Cc1ccc(N(C(=O)CNC(=O)c2ccco2)C(C(=O)NC2CCCC2)c2ccncc2)cc1F (centres undefined) | 3% | 9% | 10%
CCCn1cnc2sc(CC)cc2c1=O | -24% | 3% | 5%
O=[N+]([O-])c1cccc(-c2ccc(CN3CCCCC3)o2)c1 | -23% | 6% | ·
CCN1C[C@@H]2[C@@H]3C(=O)N(C)C(=O)[C@@H]3[C@](CC)(C1=O)N2C(=O)c1ccc(C(C)(C)C)cc1 | -13% | -1% | -2%
Cc1ccc(-n2c(=O)c3ccc(C(=O)NCc4ccccc4Cl)cc3n(Cc3cccc(F)c3)c2=O)cc1 | ? | ? | 0%
Cc1cc2nsnc2c(S(=O)(=O)NCC(=O)O)c1C | -2% | -1% | 0%
Cc1ccc(C)c(S(=O)(=O)NNC(=O)Nc2ccccc2Cl)c1 | 0% | -1% | 0%
CC[C@H](C)Cc1cn([C@@H](CCCN=C(NC(=O)OC(C)(C)C)NC(=O)OC(C)(C)C)C(=O)NCCCCCCCCCCC(=O)N2CCN(C(=O)OC(C)(C)C)CC2)nn1 | 7.3µM* | 9.2µM* | ·
C(=C\c1cnc2ccccc2n1)/c1ccc2c(c1)OCO2 | ? | ? | ·
O=C(COC(=O)/C=C/c1cccc(C(F)(F)F)c1)NC(=O)NC1CCCC1 | -15% | -5% | -11%[0.505 µM]
COc1cccc(C2=NOC(C(=O)NCCN3CCOCC3)C2)c1 (centres undefined) | -9% | -4% | 3%
Cn1c(SCC(=O)N2CCCc3ccccc32)nnc1-c1c[nH]c2ccccc12 | ? | -20% | 3%
COc1cc(O)c(C(C)=O)cc1OC | 6% | 1% | 3%

Gathered by group: the compounds so far containing a nitro group on carbon.
SMILES | TDP1 cell noCPT | TDP1 cell CPT | TDP1 inh
Cc1n[nH]c(C)c1Sc1ccccc1[N+](=O)[O-] | 0% | 14% | 1%
COc1ccc(CNC(=O)CN2C(=O)c3ccc([N+](=O)[O-])cc3C2=O)cc1 | 1% | 1% | ·
O=[N+]([O-])c1cccc(-c2ccc(CN3CCCCC3)o2)c1 | -23% | 6% | ·

(further entries)
SMILES | TDP1 cell noCPT | TDP1 cell CPT | TDP1 inh
CC1Cc2ccccc2N1C(=S)NC(=O)c1ccc(Cl)cc1Cl (centres undefined) | 10µM* | ? | 8%
COc1ccc(-c2nc3sc(CCNC(=O)Cc4ccc(F)cc4)c(C)n3n2)cc1 | 16µM* | 16µM* | 5%
COc1ccc(S(=O)(=O)NCC(c2cccs2)N2CCc3ccccc3C2)cc1 (centres undefined) | ? | -25% | ·
COCCNc1oc(-c2ccco2)nc1S(=O)(=O)c1ccccc1 | -11% | -12% | 0%
Cc1ccc(CSc2nc3ncccc3[nH]2)cc1 | ? | -28% | 4%
CCCCn1c(SCc2cccnc2)nc2c1c(=O)n(C)c(=O)n2C | 16µM* | 13µM* | 2%
CCN(CC)C(=O)CN(c1ccc(Cl)cc1)S(=O)(=O)c1ccccc1 | ? | -29% | -2%
O=C(COC(=O)CCc1ccc(S(=O)(=O)N2CCCCC2)cc1)Nc1cccc2ccccc12 | 8% | 9% | 3%
Cc1ccc([C@H]2N[C@]3(CCCN(Cc4ccccc4)C3=O)[C@H]3C(=O)N(C)C(=O)[C@@H]23)cc1 | ? | -17% | ·
CCOc1ccc(NC(=O)c2c(NCc3cccs3)sc3c2CCCCC3)cc1 | 23µM* | ? | 3%
O=C(Nc1cccc(S(=O)(=O)c2cccc(NC(=O)C3CC3)c2)c1)C1CC1 | 21µM* | 21µM* | -3%
CCCNC(=O)c1ccc2c(=O)c(O)c(-c3ccc(C)cc3)[nH]c2c1 | ? | ? | 2%
COc1cccc(NC(=O)C2CCCN(c3ncnc4onc(C)c34)C2)c1 (centres undefined) | 21µM* | 21µM* | 5%
O=C(Cn1c(=O)oc2ccccc21)NCC1COc2ccccc2O1 (centres undefined) | -13% | -26% | 0%
CCN(CC(=O)Nc1cc(C)on1)CC(=O)Nc1ccccc1C(F)(F)F | -2% | 4% | 1%
CC(C)(C)c1ccc(S(=O)(=O)N2CCN(c3nc(-c4cccs4)nc4ccccc34)CC2)cc1 | ? | -12%&4% | 1%&1%
CC(C)c1ccc(NC(=O)CSc2n[nH]c(=O)n2C2CC2)cc1 | 19% | -10% | 5%
CCOC(=O)C1=C(CSCC(=O)OC)NC(=O)NC1c1cc(C)ccc1C (centres undefined) | -14% | -12% | 5%
COc1cc(C(=O)OC(C)C(=O)NC(=O)NC2CCCCC2)ccc1OC(F)F (centres undefined) | -27% | 0% | 0%
Cc1cc(C)c(NC(=O)CSc2nccn2Cc2ccco2)c(C)c1 | -13% | 0% | 8%
CCc1ccc(NC(=O)c2nnn(Cc3cccc(C(F)(F)F)c3)c2N)cc1 | -24% | -19% | 5%
CCC(c1ccc(O)c(O)c1)C(CC)c1ccc(O)c(O)c1 (centres undefined) | 1.8µM* | 2.9µM* | ·
NC1(C(=O)O)CC(C(=O)O)C1 (centres undefined) | -5%&-22%&-6% | -2%&5%&9% | 2%
Cc1ccccc1-n1c(=O)c2ccccc2n2cnnc12 | 0% | -29% | 6%
Cc1ccc(CN2CCCn3nc(C(=O)NCc4ccccc4Cl)cc3C2=O)cc1 | 26µM* | ? | 4%
COC(=O)c1ccc(-c2sc3nc(N4CCOCC4)c4c(c3c2N)CCCC4)o1 | 26µM* | 18µM* | -5%
CCOC(=O)C1(CCOc2ccccc2)CCN(S(=O)(=O)N(C)C)CC1 | ? | -86% | 1%
Fc1ccccc1N1CCN(Cc2nc(-c3ccccc3)no2)CC1 | -16% | -12% | 2%
COC(=O)c1sc2ccccc2c1-n1cccc1C(=O)C(=O)Nc1ccc(Cl)cc1 | ? | ? | 2%
O=C(NCCCN1CCN(c2cccc(Cl)c2)CC1)c1nc(-c2ccncc2)no1 | ? | ? | 2%

Pulled by structure from the list above (4):
SMILES | TDP1 cell noCPT | TDP1 cell CPT | TDP1 inh
CCC(c1ccc(O)c(O)c1)C(CC)c1ccc(O)c(O)c1 (centres undefined) | 1.8µM* | 2.9µM* | ·
Fc1ccccc1N1CCN(Cc2nc(-c3ccccc3)no2)CC1 | -16% | -12% | 2%
Cc1ccc(CN2CCCn3nc(C(=O)NCc4ccccc4Cl)cc3C2=O)cc1 | 26µM* | ? | 4%
CC(C)(C)c1ccc(S(=O)(=O)N2CCN(c3nc(-c4cccs4)nc4ccccc34)CC2)cc1 | ? | -12%&4% | 1%&1%

One compound at a time (already shown). Values in the order: TDP1 cell noCPT, TDP1 cell CPT, TDP1 inh
COc1cc(O)c(C(C)=O)cc1OC reads 6%, 1%, 3%
CCOC(=O)C1(CCOc2ccccc2)CCN(S(=O)(=O)N(C)C)CC1 reads ?, -86%, 1%

The list goes on.
SMILES | TDP1 cell noCPT | TDP1 cell CPT | TDP1 inh
COc1cc2c(cc1OC)-c1cc3ccc4c(c3c[n+]1CC2)OCO4 | ? | ? | 3%
O=S(=O)(NCC(c1ccc2c(c1)OCO2)N1CCOCC1)c1ccc(Br)cc1 (centres undefined) | 21µM* | 16µM* | 0%
COc1ccc(NS(=O)(=O)c2ccc(O)c([N+](=O)[O-])c2)cc1S(=O)(=O)N1CCCCC1 | 1% | 7% | -9%
COC(=O)c1ccccc1NC(=O)CSc1c2c(nc3ccc(Cl)cc13)CCCC2 | 12µM* | ? | -2%
COC(=O)c1ccc(NC(=O)c2cc(Cl)ccc2OC)cc1 | 16% | -25% | -5%
COc1ccc(CCNC(=O)CNS(=O)(=O)c2ccc(N(C)C)c([N+](=O)[O-])c2)cc1OC | -25% | -15% | ·
CCOc1ccccc1C(=O)n1nc2nc(C)cc(C)c2c1N | -17% | -4% | -2%
CC(CCc1ccc(O)cc1)NC(c1ccccc1)c1ccc(Cl)cc1 (centres undefined) | ? | ? | 4%
Cc1ccccc1CNC(=O)CCC(=O)N1CCOc2ccc(Cl)cc21 | -14% | -8% | ·
Cc1ccc(C)c(N(CC(=O)NC2CCCC2)S(=O)(=O)c2ccccc2)c1 | 8.2µM* | 12µM* | 1%
COCCCN1C(=O)c2ccc(C(=O)Nc3ccccc3Cl)cc2C1=O | -8% | 1% | ·
CCn1c(SCC(=O)OCc2ccccc2)nnc1-c1ccco1 | 0% | -1% | 1%
O=C(O)c1cccnc1SC1CC(=O)N(c2cccc(C(F)(F)F)c2)C1=O (centres undefined) | -2% | -5% | 3%
CCOC(=O)C1=C(COC(=O)COc2ccc(C(C)=O)cc2)NC(=O)NC1C (centres undefined) | -22% | -17% | ·
Cc1ccc(CNC(=O)Cn2c3ncccc3c(=O)n2-c2ccccc2)cc1 | -22% | ? | -3%

Assay outcomes as filed in PubChem BioAssay.
